# Bioassay records from PubChem BioAssay.
# D1 antagonist: antagonists of human D1 dopamine receptor; AID 504652; hit rate 3.2% among 360,000; P21728; HEK293 TREx D1 cells, calcium flux, dopamine EC80; active compounds read low; activity change, negative = inhibition, % at 10 µM; in the data active = activity change below about -30%; note: % is set by controls: 0 for no effect and ±100 for the full control effect
#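 Cells carrying a force-coupled, tetracycline-inducible human D1 receptor report calcium flux. Each well gets a 10 s baseline, compound with 180 s monitoring, then an EC80 dopamine stimulus with a second 180 s kinetic read.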
# D1 ag: human D1 receptor agonism; P21728; HEK293 T-REx D1 cells, calcium flux, agonist mode; activation, % at 2 µM; hit rate 1% among 360,000; AID 504660; in the data active = activation above about 30%; note: 0% is about no effect
#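 Agonism was scored from calcium flux recorded over 180 s (1 read/s) after pintool compound addition, following a 10-cycle baseline. Cells were inducible force-coupled HEK293 TREx D1, plated overnight at 30 C and loaded with no-wash calcium dye.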
# RXFP1 agonist: RXFP1 (human) receptor agonism | Q9HBX9 | HEK293T-RXFP1 cAMP TR-FRET, 30 min; response scale: percent of porcine relaxin response, buffer zero | Potency, µM (doses to about 57.5 µM), without a hit: at the top dose activation, usual class: activators | hit rate 0.3% among 370,000; note: potency is the fitted concentration of half-maximal effect; % is set by controls: 0 for no effect and ±100 for the full control effect; nearly all actives have a fitted effect of over 60% in size; many of its hits are not listed in these tables
# Target sequence (Q9HBX9 whole entry, looked up): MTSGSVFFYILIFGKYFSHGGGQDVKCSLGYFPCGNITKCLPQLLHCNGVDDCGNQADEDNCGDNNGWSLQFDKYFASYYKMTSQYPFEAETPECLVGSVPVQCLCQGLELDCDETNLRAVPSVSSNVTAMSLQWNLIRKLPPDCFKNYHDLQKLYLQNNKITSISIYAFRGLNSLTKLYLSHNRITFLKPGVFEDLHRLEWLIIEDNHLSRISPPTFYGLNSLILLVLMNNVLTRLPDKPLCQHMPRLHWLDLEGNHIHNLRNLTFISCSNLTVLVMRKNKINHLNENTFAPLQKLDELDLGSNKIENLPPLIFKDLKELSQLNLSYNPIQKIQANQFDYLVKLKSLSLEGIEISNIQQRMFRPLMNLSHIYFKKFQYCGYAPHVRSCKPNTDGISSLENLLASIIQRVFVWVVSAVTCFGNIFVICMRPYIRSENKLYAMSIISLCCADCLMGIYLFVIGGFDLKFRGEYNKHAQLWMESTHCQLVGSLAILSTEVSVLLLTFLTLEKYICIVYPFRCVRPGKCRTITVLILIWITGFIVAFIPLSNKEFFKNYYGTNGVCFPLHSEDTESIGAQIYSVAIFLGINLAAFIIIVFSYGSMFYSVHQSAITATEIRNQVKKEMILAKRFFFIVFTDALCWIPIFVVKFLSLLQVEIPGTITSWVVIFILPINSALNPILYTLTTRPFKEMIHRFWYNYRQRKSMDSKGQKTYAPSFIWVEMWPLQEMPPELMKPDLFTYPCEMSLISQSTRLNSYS
#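 Agonist response is measured as cAMP accumulation in an RXFP1-transfected HEK293T line under PDE4 inhibition. Values are scaled between buffer-only and 29 nM porcine relaxin, and EC50s come from standard Hill equation fits.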
# Vif-APOBEC3F blk: blocks the Vif interaction with APOBEC3F. HeLa A3F-eYFP + Vif (tagged APOBEC3F with the HIV-1 protein that degrades it), YFP fluorescence increase. Potency, µM (highest dose often 46.1 µM), for inactives: at the top dose activity, negative = active. hit rate 0.2% among 390,000; note: potency is the fitted concentration of half-maximal effect; % of control where 0% means no effect; nearly all actives have a fitted effect of over 65% in size
#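 Fluorescence increase (Ex 488/Em 500-530) after overnight compound treatment at 37 deg C flags inhibition of Vif-driven A3F-eYFP loss in stable HeLa A3F-eYFP/Vif cells seeded overnight beforehand.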
# RXFP1 antag: antagonists of human relaxin receptor RXFP1; Q9HBX9; HEK293-RXFP1, relaxin-stimulated cAMP HTRF, 30 min; active compounds read low; activity change, negative = inhibition, % at 57.5 µM; hit rate 0.59% among 350,000;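 active = activity change of -60% or lower, but not beyond a set lower limit; inconclusive = change between -60% and -40%, or beyond the set limit; inactive = change above -40%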; note: % is set by controls: 0 for no effect and ±100 for the full control effect
# GRP78 ERSR act: inducers of ER stress response in human glioma cells | U87-MG GRP78 promoter luciferase reporter, 16 h | Potency, µM, inactives show top-dose activation, usual class: activators | hit rate 0.02% among 420,000 | AID 602332; note: potency is the fitted concentration of half-maximal effect; series mostly up to about 76 µM; % of control where 0% means no effect; nearly all actives have a fitted effect of over 35% in size
#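 Stably transfected U87-MG human glioma cells carrying a GRP78-based luminescent sensor were seeded at 1000 cells/well, pin-dosed with compounds and incubated 16 h. Luciferase reagent was then added, and end-point luminescence was read after 10 min at room temperature.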
# D1 PAM: potentiators of human D1 dopamine receptor; P21728; potentiation, % at 10 µM; AID 504651; HEK293 TREx D1 cells, calcium flux, dopamine EC20 potentiation; hit rate 0.036% among 360,000; in the data active = potentiation above about 30%; note: 0% is about no effect
# D2 PAM: D2 dopamine receptor (human) potentiation; P14416; HEK293 T-REx D2, calcium flux, EC20 dopamine potentiation; potentiation, % at 10 µM; hit rate 0.34% among 340,000;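 active = potentiation over 3 SD above the plate norm, cut at about 30% in these data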; note: 0% is about no effect
#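 Primary screen. Calcium kinetics in induced HEK293 T-REx D2 cells: compound pre-addition 180 s, EC20 dopamine, 180 s more.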
# Vif-APOBEC3G blk: Vif-A3G binding inhibition. HeLa A3G-eYFP + Vif (tagged APOBEC3G with the HIV-1 protein that degrades it), YFP fluorescence, overnight. Potency, µM (titrated, usually from 46.1 µM), without a hit: top-dose activity, negative = active, most hits filed as inhibitors. hit rate 0.076% among 410,000. Q9HC16. AID 602310;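 note: potency is the fitted concentration of half-maximal effect; % is set by controls: 0 for no effect and ±100 for the full control effect; nearly all actives have a fitted effect of over 60% in size; hits raise eYFP signal because A3G escapes Vif-driven loss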
#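 HeLa cells stably expressing Vif and C-terminally eYFP-tagged A3G, seeded overnight at 37 deg C, then exposed to compound by pintool overnight at 37 deg C. Rise in yellow fluorescence (Ex 488/Em 500-530, Acumen) marks blocked Vif-driven A3G degradation.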
# * marks the source's active call; other numbers are inactive results; ? = inconclusive; · = no result given; & = joins results of further samples. Unless noted, calls come from the whole dose curve; as a rule, active = well fitted curve in the direction sought with a large enough effect; inconclusive = small, poorly fitted or top-dose-only effect, or another doubt; inactive = no such curve, though single readings can be large; an effect the other way counts as inactive or inconclusive. An excerpt, so the mix of outcomes need not match the whole.
no.	SMILES	RXFP1 agonist	D1 PAM	D2 PAM	D1 ag	Vif-APOBEC3F blk	GRP78 ERSR act	RXFP1 antag	Vif-APOBEC3G blk	D1 antagonist
1	COc1cc(C(=O)NCc2ccc3c(c2)CCN3C(=O)c2ccncc2)cc(OC)c1OC	-2.6%	-2	-4	1	0%	-3%	-19	3%	-6
2	Cn1c(=O)c(=O)n(C)c2cc(S(=O)(=O)N3CCN(c4cccc(C(F)(F)F)c4)CC3)ccc21	5.1%	-2	1	2	1%	-3%	-14	1%	1
3	COc1ccc(OCC(O)CNS(=O)(=O)c2cccc(Cl)c2)cc1 (stereo not given)	-0.3%	2	13	9	9%	-6%	-15	0%	-2
4	CCOc1ccccc1NC(=O)COC(=O)Cc1ccsc1	0.4%	-3	-2	3	-5%	-3%	5	6%	2
5	N#CCCN(C(=O)COC(=O)CNC(=O)c1ccc(-c2ccccc2)cc1)c1ccc(F)cc1	-0.7%	-2	-10	14	8%	-1%	2	1%	-4
6	O=S(=O)(c1ccc(F)c(F)c1F)N1CCN(c2ncnc3sccc23)CC1	·	·	·	·	1%	0%	-10	-14%	·
7	COc1ccc(C/C(N)=N/n2cnnc2)cc1	1.7%	2	-5	4	-4%	-4%	3	-1%	-7
8	COc1ccc(C(CC(=O)NCc2ccccc2Cl)N2Cc3ccccc3C2=O)cc1OC (stereo not given)	1.1%	-3	-9	1	-3%	-5%	·	-4%	8
9	CC(C)(C)c1ccc(OCC(=O)NC(Cc2c[nH]c3ccccc23)C(=O)O)cc1 (stereo not given)	0.6%	-1	-11	49*	1%	-3%	-15	-3%	13
10	Cc1ccc(/C=N/Nc2cc(C)nc(NCc3ccccc3)n2)cc1	-0.2%	-6	2	2	9%	4%	-37	0%	-10
11	CCc1ccc(CN(C)CC(=O)Nc2ccc3c(c2)CCC3)cc1	-0.7%	-3	-12	10	-17%	-5%	-5	5%	-6
12	Cc1ccc2oc(-c3cccc(NC(=O)Cc4cccs4)c3)nc2c1	25%	-5	-8	0	-3%	11%	1	-6%	-11
13	C=CCn1c(CNC(=O)c2ccco2)nnc1SCC(=O)c1ccccc1	-1.1%	0	-4	-1	6%	5%	-13	3%	·
14	C[C@H](NC(=O)c1nc[nH]c1C(=O)NCC(=O)OC(C)(C)C)C(=O)OC(C)(C)C	0.2%	-6	-12	0	2%	0%	·	-4%	14
15	Cc1ccc(C)c(OCc2nnc(SCC(=O)NC(=O)NCc3ccco3)o2)c1	1.0%	-2	5	2	-10%	-5%	-11	3%	4
16	COc1ccccc1N1CCN(C(=O)c2cc3c(s2)-c2ccccc2OC3)CC1	18%&18%	-12&-3	-6&-2	3&3	0%&-3%	-3%&-1%	8&-11	-14%&-6%	-4&5
17	CCCC(=O)Nc1ccc(Cl)c(NC(=S)NC(=O)C(C)C)c1	-1.9%	-2	4	0	4%	-4%	-3	0%	-37*
18	CC1CCCCC1NC(=O)C1CC(=O)N(Cc2ccccc2)C1 (stereo not given)	-2.6%	6	5	2	1%	1%	7	0%	2
19	COc1cc(NC(=O)C2CCN(S(=O)(=O)c3c(C)noc3/C=C/c3c(C)cc(C)cc3C)CC2)cc(OC)c1	-1.6%	-1	-5	5	1%	-3%	-1	0%	2
20	CC1=C(C(=O)Nc2ccccc2C(=O)NCCCN2CCN(C)CC2)SCCO1	-2.3%	1	18	2	-4%	-3%	29	-2%	-15
21	CC1(c2cc(F)ccc2F)NC(=O)N(CC(=O)Nc2cccc(S(=O)(=O)N3CCCC3)c2)C1=O (stereo not given)	0.6%	·	-4	4	2%	-4%	-1	-6%	-13
22	Cc1ccc(C(=O)CSc2nc(N)cc(=O)[nH]2)cc1C	3.9%	-2	·	-2	4%	-2%	-2	-1%	17
23	CCOc1ccc(N2CC(C(=O)Nc3cccc(C(=O)NC4CC4)c3)CC2=O)cc1 (stereo not given)	-1.2%	-8	-1	4	-3%	-5%	-11	-1%	6
24	COc1ccc(C(=O)NC(=S)NC2CCCCC2)cc1	-2.2%	1	5	3	?	-3%	-14	3%	-1
25	CC(OC(=O)c1cc2ccccc2cc1O)C(=O)Nc1ccc(S(N)(=O)=O)cc1 (stereo not given)	0.3%	-2	-4	11	0%	-6%	7	3%	-3
26	Cc1ccccc1OCCn1nc(C(=O)O)c2ccccc2c1=O	2.2%	-5	-3	5	·	-4%	6	-1%	0
27	COC(=O)c1c(-c2ccc(Cl)cc2)noc1N1CCN(c2ccc(C)cc2C)CC1	1.8%	-1	3	2	4%	-1%	2	-1%	-9
28	CCOc1ccc2nc(SCC(=O)NC3CCCc4ccccc43)sc2c1 (stereo not given)	0.8%	-2	7	3	-22%	-3%	5	0%	-30
29	COc1ccc(C2=NCCn3nc4cc(OC)ccc4c32)cc1	-0.3%	7	4	1	0%	2%	·	0%	17
30	O=C(C1=C[C@@H](c2ccc(Br)cc2)C[C@@H](OCc2ccc(CO)cc2)O1)N1CCOCC1	2.5%	0	3	2	0%	-4%	·	0%	-3
31	Cc1ccc2occ(C(c3nnnn3Cc3ccccc3)N3CCOCC3)c(=O)c2c1 (stereo not given)	2.5%	9	-4	5	4%	-6%	-4	0%	-13
32	CC(C)NC(=O)NNC(=O)Cn1nnc(-c2cccc(Cl)c2Cl)n1	0.3%	-3	-1	2	?	1%	-25	-3%	50
33	O=C(NCc1ccc(F)cc1)C(c1ccc(F)cc1)N(C(=O)c1csnn1)C1CC1 (stereo not given)	-0.5%	5	3	-3	8%	-5%	7	0%	-4
34	CCOC(=O)C1CCN(c2ccc(-c3cccs3)nn2)CC1	-2.6%	-7	-3	0	12%	2%	2	0%	-4
35	O=C(NCCCN1CCCCCC1)c1ccc(N2CCCC2=O)cc1	2.6%	-3	-2	0	0%	-5%	0	-1%	-1
36	Cc1ccc(OCC(=O)NCC2(N3CCN(C)CC3)CCCCC2)cc1C	2.7%	-1	-20	14	-6%	-3%	-12	1%	1
37	Nc1c(C(=O)NCc2ccccc2)nnn1Cc1ccc(F)cc1	-0.4%	-10	-9	4	1%	-5%	-8	-1%	-12
38	O=C(C1=C[C@H](c2coc3ccccc3c2=O)C[C@H](OCCCCO)O1)N1CCOCC1	11%	-2	-4	-4	8%	-1%	·	0%	13
39	Nc1nonc1C(=O)NCCNC(=O)c1cccs1	1.8%	-1	-4	2	-1%	-3%	-22	1%	7
40	Cc1ccc(-c2nc(CS(=O)CC(=O)NC3CCC(C)CC3)c(C)o2)cc1 (stereo not given)	0.7%	-7	0	1	-8%	5%	-2	-1%	2
41	O=C(Cc1ccccc1)NCC(=O)N1CCC2(CC1)NCCc1[nH]cnc12	0.1%	3	2	0	4%	-8%	-15	3%	4
42	Cc1ccc(-n2nnnc2-c2cnc3cc4c(cc3c2C)OCO4)cc1	1.5%	-8	8	2	-3%	-1%	4	2%	-23
43	C/C(CC(C)C)=N\NS(=O)(=O)c1ccc(C)c([N+](=O)[O-])c1	1.5%	-7	5	2	6%	-3%	3	3%	-4
44	COc1ccc(OC)c2sc(N3CCN(C(=O)CCS(=O)(=O)c4ccc(F)cc4)CC3)nc12	-1.5%	-4	7	-3	-1%	0%	·	3%	·
45	CCOC(=O)c1c(C)[nH]c(C)c1C(=O)COC(=O)c1nc2nccc(C)n2n1	17%	-4	-2	5	3%	1%	11	-2%	-4
46	COc1cc(N(CCCn2cnc3c(SC)ncnc32)CCCn2cnc3c(SC)ncnc32)cc(OC)c1OC	·	·	·	·	-2%	-1%	12	0%	·
47	O=C(COc1ccccc1)NCc1nnc(SCC(=O)Nc2nccs2)n1-c1ccccc1	-0.4%	·	0	1	3%	-4%	0	-2%	9
48	CCC(C)(C)NC(=O)C1CCC(CNS(=O)(=O)c2cccc3nsnc23)CC1 (stereo not given)	0.3%	0	-2	6	1%	3%	7	4%	-40*
49	Cc1cc(C(=O)COC(=O)CC(NC(N)=O)c2ccc(Cl)cc2)c(C)n1C (stereo not given)	·	·	·	·	2%	2%	7	-4%	·
50	O=P(O)(CP(=O)(c1ccccc1)c1ccccc1)c1ccccc1	0.6%	3	1	1	-9%	-4%	0	0%	4
51	CCN(CC)C(=O)c1sc(NC(=O)c2ccc(OC)c([N+](=O)[O-])c2)c(C#N)c1C	1.9%	0	6	2	·	·	·	·	3
52	O=C1CN(C(=O)COc2c(Cl)cccc2Cl)c2ccccc2N1	-0.1%	3	·	1	2%	-2%	-4	-15%	0
53	CCOC(=O)C1CCN(C(=O)c2c(-c3ccccc3)noc2C)CC1	-0.5%	-4	13	3	1%	-2%	5	0%	3
54	CCN(c1ccccc1)c1nnc(NC(=O)Nc2ccccc2F)s1	-3.8%	-3	2	-1	-4%	-3%	-9	2%	-1
55	C/C(=N/NC(=O)CN1CCN(Cc2ccccc2Cl)CC1)c1cccs1	0.1%	-4	-4	2	7%	-4%	-7	1%	-1
56	C#CCOCCOCCOCCNc1nc(N2CCN(C(=O)CCCCCCCCCCNC(=O)Cn3cc(C[C@@H](C)O)nn3)CC2)nc(N2CCN(C(=O)CCCCCCCCCCNC(=O)[C@@H](CCSC)n3cc(CCO)nn3)CC2)n1	0.2%	-1	11	15	-1%	3%	·	?	-7
57	CN(CCC(=O)Nc1cc(S(=O)(=O)N(C)C)ccc1Cl)CC(=O)Nc1ccc(F)cc1	-0.7%	-8	-29	4	7%	-6%	-12	-3%	-1
58	Cc1cc(C)c2nc(C(F)(F)F)nc(N3CC(C)OC(C)C3)c2c1 (stereo not given)	-0.2%	11	-7	3	-14%	3%	-10	-4%	19
59	Cc1oc2c(c1C(=O)Nc1ccc(C(=O)O)cc1)CCCC2	-0.4%	-1	9	1	-1%	0%	2	-1%	·
60	O=C(NCC1CCCN(C(=O)CN2CCCCC2)C1)c1ccccc1Cl (stereo not given)	1.1%	-6	8	1	-3%	-1%	-11	0%	-13
61	CCN(CCC#N)c1ccc(N2C(=O)CCCC2=O)cc1[N+](=O)[O-]	5.7%	3	5	2	8%	-3%	3	-1%	-4
